# PAFAH1B3 FP inh: blocks human PAF acetylhydrolase 1B catalytic subunit 3; Q15102; recombinant PAFAH1B3, FP-rhodamine probe, fluorescence polarization; inhibition, % at 3.39 µM; 0.28% of 340,000 active; AID 492972;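 active = inhibition above the screen-wide average of all tested compounds plus 3 SD, cut at about 25% in these data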;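 also: 0% = enzyme with DMSO only and 100% = wells lacking PAFAH1B3 protein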
# Target sequence (Q15102 whole entry, looked up): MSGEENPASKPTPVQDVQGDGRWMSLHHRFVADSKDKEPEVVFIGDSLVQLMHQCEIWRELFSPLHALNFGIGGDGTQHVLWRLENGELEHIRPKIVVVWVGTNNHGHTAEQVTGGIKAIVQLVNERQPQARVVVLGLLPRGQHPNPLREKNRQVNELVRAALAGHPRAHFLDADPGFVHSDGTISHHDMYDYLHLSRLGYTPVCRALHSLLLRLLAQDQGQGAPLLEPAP
# LYPLA1 inh: LYPLA1 (human) inhibition in PME1 counter-screen. recombinant LYPLA1, FP-Rh probe fluorescence polarization. 0.16% of 320,000 active. AID 2174. inhibition, % at 5.9 µM;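 active = inhibition above the mean of all tested compounds plus 3 SD, set per campaign, cut at about 14% in these data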;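 also: inhibitors block serine hydrolase probe labeling of LYPLA1 so polarization falls; 0% = enzyme with DMSO and 100% = wells lacking LYPLA1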
# PAFAH1B2 FP inh: inhibitors of human PAFAH1B2; recombinant PAFAH1B2, FP-rhodamine activity probe, fluorescence polarization; 1.2% of 340,000 active; AID 492953; inhibition, % at 3.39 µM; P68402;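 active = inhibition above the mean of all tested compounds plus 3 SD, cut at about 24% in these data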;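 also: 0% = enzyme with DMSO and 100% = wells lacking PAFAH1B2; many of its hits are not listed in these tables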
# GSTO1 inh: counter-screen for RBBP9 inhibitors: inhibitors of human GSTO1. recombinant GSTO1, activity-based probe fluorescence polarization. inhibition, % at 5.96 µM. 1.1% of 300,000 active. AID 1974;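 active = inhibition above the campaign mean inhibition plus 3 SD, cut at about 35% in these data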;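 also: 0% = GSTO1-1 with DMSO and 100% = wells lacking GSTO1-1 enzyme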
# Target sequence (P78417 whole entry, looked up): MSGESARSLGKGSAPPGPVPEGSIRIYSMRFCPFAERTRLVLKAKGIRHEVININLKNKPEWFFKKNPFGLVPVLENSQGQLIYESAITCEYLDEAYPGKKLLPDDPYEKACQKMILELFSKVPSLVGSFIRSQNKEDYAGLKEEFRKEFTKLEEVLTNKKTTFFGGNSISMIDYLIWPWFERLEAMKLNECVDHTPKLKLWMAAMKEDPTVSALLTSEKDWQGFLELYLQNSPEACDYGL
# PAFAH2 inh: inhibitors of human PAFAH2; AID 492956; recombinant PAFAH2, FP-rhodamine activity probe, fluorescence polarization; 0.99% of 340,000 active; inhibition, % at 3.39 µM; Q99487;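 active = inhibition above the mean over all tested compounds plus 3 SD, cut at about 30% in these data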;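 also: inhibitors block probe labeling of enzyme so polarization drops; 0% = enzyme with DMSO and 100% = wells lacking PAFAH2 protein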
# pPAFAH FP inh: pPAFAH (human) enzyme inhibition; recombinant pPAFAH, FP-rhodamine probe fluorescence polarization; inhibition, % at 3.39 µM; 1.5% of 330,000 active;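 active = inhibition above the mean inhibition across the screen plus 3 SD, cut at about 25% in these data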;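 also: inhibitors block binding of the rhodamine activity-based probe so polarization drops; 0% = enzyme with DMSO and 100% = wells lacking pPAFAH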
# Target sequence (Q13093 whole entry, looked up): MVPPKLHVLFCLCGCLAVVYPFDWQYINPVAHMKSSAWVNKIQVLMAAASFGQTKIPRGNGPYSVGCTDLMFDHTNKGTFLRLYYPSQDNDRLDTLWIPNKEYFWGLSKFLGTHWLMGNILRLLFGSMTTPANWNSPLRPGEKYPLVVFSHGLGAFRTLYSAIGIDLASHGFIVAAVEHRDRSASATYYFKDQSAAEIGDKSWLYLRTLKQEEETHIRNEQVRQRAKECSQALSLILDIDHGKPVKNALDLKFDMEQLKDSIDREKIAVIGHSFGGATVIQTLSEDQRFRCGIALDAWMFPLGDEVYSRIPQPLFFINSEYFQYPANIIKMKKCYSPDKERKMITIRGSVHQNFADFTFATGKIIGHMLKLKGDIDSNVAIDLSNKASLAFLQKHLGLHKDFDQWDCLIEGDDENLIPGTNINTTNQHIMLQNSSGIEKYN
# PME-1 primary: blocks human protein phosphatase methylesterase 1; 0.53% of 320,000 active; Q9Y570; inhibition, % at 5.9 µM; recombinant PME-1, FP-Rh probe fluorescence polarization;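 active = inhibition above the campaign mean of all compounds plus 3 SD, cut at about 26% in these data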;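 also: competitive labeling of PME-1 active site by serine hydrolase directed probe; 0% = PME-1 with DMSO and 100% = wells lacking PME-1 enzyme; inhibitors block probe labeling so polarization falls and inhibition rises; many of its hits are not listed in these tables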
# LYPLA2 counter: counter-screen for PME1 inhibitors: inhibitors of human LYPLA2. O95372. recombinant LYPLA2, FP-Rh probe fluorescence polarization. 0.38% of 320,000 active. inhibition, % at 5.9 µM;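 active = inhibition above the screen-wide mean plus 3 SD, limit set per campaign, cut at about 26% in these data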;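 also: 0% = LYPLA2 with DMSO and 100% = wells lacking LYPLA2 enzyme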
# PAD4 FP inh: blocks human protein arginine deiminase 4. inhibition, % at 6.36 µM. recombinant PAD4, RCA probe fluorescence polarization. Q9UM07. 0.41% of 330,000 active;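 active = percent inhibition above a cutoff equal to the mean of all tested compounds plus 3 SD, cut at about 15% in these data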;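 also: 0% = PAD4 with RCA probe and DMSO and 100% = probe without PAD4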
# Starred values were filed as active, the others as inactive; / = not tested or not shown.
Molecule	PAD4 FP inh	PAFAH2 inh	LYPLA1 inh	LYPLA2 counter	PAFAH1B2 FP inh	GSTO1 inh	pPAFAH FP inh	PAFAH1B3 FP inh	PME-1 primary
COc1ccc(-c2sc3ccc(N4CCOCC4)cc3c2C#CCO)cc1	3	11	/	/	3	/	15	2	/
CCc1c(O)nc(SCC(=O)Nc2nc3ccccc3s2)n(C2CCCCC2)c1=O	6	17	-4	-3	3	-6	5	5	8
O=C(NCCCN1CCCCCC1)c1cc2c(=O)oc3ccccc3c2s1	1	0	-4	-12	6	-9	1	2	-7
COc1ccccc1NC(=O)CCc1nnc2ccc(NCc3ccco3)nn12	0	-1	-1	7	0	7	6	7	3
COc1ccc(C2C(C#N)=C(N)SC(N)=C2C#N)cc1OC	-5	-23	-21	-33	-1	-10	-4	7	-35
CC1CCCC(NC(=O)c2cccs2)C1C (stereo not given)	0	5	0	4	3	/	1	11	-3
Cc1ccccc1OCc1nnc(SCC(=O)Nc2ccc(N3CCOCC3)cc2)n1C	-3	-10	6	2	-2	-5	-1	7	-7
O=C(CCNC(=O)c1ccccc1)OCC(=O)c1cccc(Cl)c1	-8	-15	4	-12	1	1	-2	5	-8

# Ordered by length of the SMILES (smallest number first): some entries from above.
Molecule	PAD4 FP inh	PAFAH2 inh	LYPLA1 inh	LYPLA2 counter	PAFAH1B2 FP inh	GSTO1 inh	pPAFAH FP inh	PAFAH1B3 FP inh	PME-1 primary
O=C(CCNC(=O)c1ccccc1)OCC(=O)c1cccc(Cl)c1	-8	-15	4	-12	1	1	-2	5	-8
COc1ccccc1NC(=O)CCc1nnc2ccc(NCc3ccco3)nn12	0	-1	-1	7	0	7	6	7	3
Cc1ccccc1OCc1nnc(SCC(=O)Nc2ccc(N3CCOCC3)cc2)n1C	-3	-10	6	2	-2	-5	-1	7	-7

# (further entries)
Molecule	PAD4 FP inh	PAFAH2 inh	LYPLA1 inh	LYPLA2 counter	PAFAH1B2 FP inh	GSTO1 inh	pPAFAH FP inh	PAFAH1B3 FP inh	PME-1 primary
CCc1ccc(C(C(=O)NCCOC)N(C(=O)Cn2nnc3ccccc32)c2cccnc2)cc1 (stereo not given)	-1	-2	0	-2	2	10	0	9	-3
Cc1cc2cc3c(cc2nc1SCc1ccc(C(=O)O)cc1)OCCO3	-3	1	-6	20	7	-6	7	12	-3
O=C(OCC(=O)N1CCOCC1)c1ccc(Cl)cc1[N+](=O)[O-]	-4	13	-3	-3	1	-6	0	4	-4
Cc1nn(Cc2c(F)c(F)c(F)c(F)c2F)c(C)c1NC(=O)c1cccc(COc2ccc(Cl)cc2)c1	-1	-7	-8	-12	19	1	4	-1	-11
CCCCNC(=O)COC(=O)c1c2c(nc3ccccc13)CCC2	-4	15	-4	-6	8	3	19	11	5
O=Cc1ccc2c(c1)CCN2Cc1ccccc1	-5	4	-1	1	6	4	3	1	3
O=C(NCc1cccnc1)C(=O)NCC1OCCCN1S(=O)(=O)c1ccc(Cl)cc1 (stereo not given)	-1	-3	-1	-3	8	7	2	-4	-2
c1ccc2c(N3CCCC3)nc(-c3ccncc3)nc2c1	4	-6	-5	-4	3	8	0	3	-1
O=C(Nc1cccc(S(=O)(=O)NC2=NCCC2)c1)c1ccccc1	-2	-7	/	/	7	/	2	3	/
CCCCn1nc(C(=O)NC2CCCCCC2)c2ccccc2c1=O	-3	2	/	/	9	/	-3	3	/
O=C(CNCc1cccc(Cl)c1)N1CCc2ccccc2C1	2	4	3	4	2	-1	1	5	-4
CCCCc1ccc(N=N/C(C(=O)Nc2ccc(NC(C)=O)cc2OC)=C(/C)O)cc1	0	-9	2	4	2	-6	6	0	2
COC(=O)c1cccc(NC(=S)N2CCOCC2)c1	-3	1	-2	-5	-2	13	0	-1	-5
COc1ccc(Cl)cc1C(=O)NCCCn1ccnc1	7	-2	-4	-5	-3	1	-8	5	-6
C=CCn1c(N)c(C(=O)OCC)sc1=S	-7	1	3	6	1	0	2	5	0
CCN(CC)c1ccc(NC(=O)CC2Oc3ccccc3NC2=O)c(C)c1 (stereo not given)	2	5	-2	-3	-2	2	3	4	-1
COCCCN1C(=O)c2ccc(C(=O)OCC(=O)N(CCC#N)c3cc(C)cc(C)c3)cc2C1=O	-5	-6	4	3	2	2	7	4	-3
Cc1ccc[n+](-c2[nH]c(=O)sc2/C=N/NC(=O)c2ccccc2[O-])c1	-2	2	-3	0	6	11	9	5	7
CC(=O)Oc1ccc(NC(=O)Cc2ccccc2)cc1	-1	-1	-2	-9	2	2	-8	-2	-2
O=C(C[C@@H]1C/C=C\CCC(=O)OC[C@H](Cc2ccccc2)NC1=O)N[C@@H](CO)Cc1ccccc1	-6	8	/	/	13	/	2	6	/
O=C(Nc1nc(-c2ccc(F)c(F)c2)cs1)C1=COCCO1	-6	-6	-6	-8	5	/	-7	-3	-1
CCOC(=O)c1sc(NC(=O)COC(=O)C(CCSC)NC(C)=O)nc1C (stereo not given)	-4	4	6	2	1	8	5	9	4
CCC(CC)C(=O)N1CCCC(c2nc(-c3cccs3)no2)C1 (stereo not given)	-6	1	-4	3	3	-2	0	-2	3
CCc1ccccc1OCC(=O)Nc1ccc(C)c(S(=O)(=O)N2CCCCCC2)c1	-8	-10	-23	-36	-6	/	-3	-1	-31
Cc1ccc2[nH]c(C(=O)O)c(NC(=O)c3ccccc3[N+](=O)[O-])c2c1	5	-1	-5	1	11	-2	6	4	1
O=C(Cc1ccc(Cl)cc1Cl)Nc1ccc(OC(F)F)c(Cl)c1	0	-11	-4	-1	2	5	-6	-1	-5
Cc1[nH]c2ccccc2c1/C=N/NC(=O)CNC(=O)c1ccco1	2	/	-1	-9	/	-4	1	/	4
O=C(CCCc1ccccc1)Nc1nccs1	5	-1	-1	6	8	-1	4	-7	-6
C=CCNC(=O)c1cc2nc(C3CC3)cc(C(F)F)n2n1	-3	1	2	2	1	2	7	2	7
COCCn1c(-c2ccc(OC(F)(F)C(F)C(F)(F)F)cc2)nc2c1c(=O)[nH]c(=O)n2CC(C)C (stereo not given)	4	-1	0	2	-4	10	14	-3	-2
CCN(CC)c1ccc(C(=O)OCC(=O)NC(C)(C)C)cc1	2	81*	-1	0	7	1	34*	4	0
Cc1nnc(SCC(=O)N2CCN(S(=O)(=O)c3ccc(Cl)cc3)CC2)n(N)c1=O	-3	1	1	1	15	-1	3	7	11

# Four records picked at random from the list so far:
Molecule	PAD4 FP inh	PAFAH2 inh	LYPLA1 inh	LYPLA2 counter	PAFAH1B2 FP inh	GSTO1 inh	pPAFAH FP inh	PAFAH1B3 FP inh	PME-1 primary
C=CCNC(=O)c1cc2nc(C3CC3)cc(C(F)F)n2n1	-3	1	2	2	1	2	7	2	7
Cc1[nH]c2ccccc2c1/C=N/NC(=O)CNC(=O)c1ccco1	2	/	-1	-9	/	-4	1	/	4
O=C(NCCCN1CCCCCC1)c1cc2c(=O)oc3ccccc3c2s1	1	0	-4	-12	6	-9	1	2	-7
O=C(CNCc1cccc(Cl)c1)N1CCc2ccccc2C1	2	4	3	4	2	-1	1	5	-4

# Later entries:
Molecule	PAD4 FP inh	PAFAH2 inh	LYPLA1 inh	LYPLA2 counter	PAFAH1B2 FP inh	GSTO1 inh	pPAFAH FP inh	PAFAH1B3 FP inh	PME-1 primary
CN(Cc1ccccc1NS(=O)(=O)c1ccc(Cl)cc1)C1CCCCC1	2	0	-2	5	7	1	-1	1	2
O=C(NCc1ccc2c(c1)OCO2)c1ccc2c(c1)OCCO2	-8	2	4	4	-1	-3	6	4	2
Cc1ccc(N(C)C(=O)CCS(=O)(=O)c2cc3c(cc2Cl)NC(=O)CO3)cc1	-2	-1	4	4	1	4	9	0	-2
COc1ccc(-c2nnc(COc3ccc4ccccc4c3)o2)cc1OC	0	-4	-8	-4	2	-9	2	-3	-14
COc1ccc(COC(=O)c2cccc(S(=O)(=O)N3CCCC3)c2)cc1F	-1	-4	3	10	-2	3	3	3	6
O=C(CSc1nc(Nc2ccccc2)nc(N2CCOCC2)n1)Nc1ccccc1Cl	0	0	1	3	-2	8	1	3	6
O=C(COC(=O)C1CC2CCCC(C1)C2=O)NC(=O)c1ccc(OC(F)F)cc1 (stereo not given)	-4	1	0	5	-4	1	-1	7	2
Cc1ccc(-n2c(=O)c3ccccc3n(CC(=O)C(C)(C)C)c2=O)cc1	2	-6	1	5	1	8	5	15	4
CCCc1nc2c(c(=O)c3ccccc3n2C)c(=O)n1-c1cc(C)cc(C)c1	1	6	-1	-1	-5	-9	5	0	2
O=C(N/N=C/c1ccc(Cl)c([N+](=O)[O-])c1)c1cnccn1	-3	8	-5	0	6	12	4	-2	4
O=C(O)/C=C\C(=O)Nc1cccc(C(=O)Nc2cccc(O)c2)c1	0	6	3	7	6	1	5	6	-3
O=C(C1CCN(CC2CCCCC2)CC1)N1CCCC1	-6	7	9	7	0	6	2	9	2
Cc1ccc(-c2nnc(CSc3nc(C)nc4sc(C)c(C)c34)o2)cc1	4	/	0	6	/	6	0	/	0
N#CCCN(Cc1cccnc1)C(=O)Nc1ccccc1	-3	-6	0	7	-1	2	-2	7	3
COc1ccc(CCC(=O)N2CCN(S(=O)(=O)c3ccc4ccccc4c3)CC2)cc1	5	-7	0	-1	4	-4	-2	-4	-9
Cc1cc(N=Cc2c(O)n(-c3ccc4c(c3)OCO4)c(=O)c3ccccc23)ccn1	3	-6	-6	-6	-3	-1	1	3	-6
CCn1c(=S)sc2c(=O)n(CC(=O)Nc3ccccc3C(F)(F)F)c(C)nc21	-2	11	2	-8	4	-10	-3	11	1
C=CCn1c(SCCOc2ccc(OC)cc2)nnc1C(CO)NC(=O)c1ccc(OC)cc1 (stereo not given)	-4	0	2	1	0	-1	-2	5	6
Cc1[nH]c2ccccc2c1C(=O)CN1C(=O)C(=O)N(C2CCCC2)C1=O	-2	0	0	5	-2	2	2	8	7
Cc1cc(/C(N)=N/OC(=O)Nc2ccccc2)no1	-3	/	1	-1	/	21	-5	/	-17
O=C(CN1CCN(S(=O)(=O)c2ccc(F)cc2)CC1)NCc1cccs1	2	0	1	3	0	-5	1	2	5
N=c1n(CCN2CCCCC2)c2ccccc2n1CC(=O)c1cccc([N+](=O)[O-])c1	-2	1	-2	-2	3	2	14	6	0
O=C(CCN1C(=O)c2ccccc2S1(=O)=O)N1CCN(c2ccccc2F)CC1	-4	-2	2	3	0	-4	10	-2	7
Cn1c2c(c(=O)c3ccccc31)CCCC2	4	2	-3	4	1	-7	5	1	4

# Only part of the results is shown; the hit share may differ from the screen's.
